TAG inh: triacylglycerol accumulation inhibition | H9c2 cells, Nile Red lipid (TAG) fluorescence; cells loaded with 200 µM oleic acid | inhibition, % at 12.5 µM | 0.66% of 230,000 active | AID 651582;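 active means pattern-corrected inhibition of lipid staining of at least 50% with the nuclear-stain viability signal not falling by more than 50%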;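 further: 0% = DMSO wells and 100% = triacsin C control wells; some results filed as inactive read as strong as hits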
TAG inh DAPI viability: second read-out of TAG inh, no call of its own (marks repeat the call); DAPI nuclei signal change (viability), lower = more cytotoxic, %;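 whole-well DAPI fluorescence read on a plate reader as a viability signal; minus 50 percent equals half of cells still viable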
The depositor's hits bear a star. These rows are one share of the data; rates above refer to the full screens.

No.	SMILES	TAG inh	TAG inh DAPI viability
1	COc1cc(NC(=O)c2cc(S(=O)(=O)N3CCCCC3)c[nH]2)cc(OC)c1	17	1
2	O=C(NCc1ccccn1)c1ccccc1OCc1ccc(F)cc1	1	-8
3	Cn1ccnc1SCCNC(=O)CCc1nnc(CCCCc2ccccc2)o1	2	1
4	O=C(NCCCn1ccnc1)c1ccc(S(=O)(=O)N2CCOCC2)cc1	-8	6
5	CC(=O)CCc1ccc(OCCCOc2cccc3cccnc23)cc1	-28	-1
6	O=C(NCc1ccccc1)c1cccc(OCC(=O)N2CCN(C(=O)c3ccco3)CC2)c1	0	3
7	O=C(NNC(=O)c1ccccc1-n1cccc1)c1cccnc1	-10	2
8	N#CCOC(=O)/C=C/c1ccc2c(c1)OCO2	-16	5
9	N#CCCn1cc(C(=O)O)c(-c2cccs2)n1	7	-6
10	COc1ccc(-c2c[n+]3c(n2-c2ccccc2)SCC3)cc1	-19	-2
11	COc1ccc(C(CNC(=O)c2ccccc2C)N2CCCC2)cc1 (stereo not given)	20	2
12	Oc1c(Br)cc(/C=N/NC(=S)NCC2CCCO2)cc1Br (stereo not given)	4	6
13	COC(=O)/C=C1\S/C(=N/NC(=O)c2ccccc2)NC1=O	2	8
14	COc1ccc(OC)c(S(=O)(=O)N/N=C\c2cn(CC(N)=O)c3ccccc23)c1	21	-3
15	Cc1ccc(N=C(N)N=C(N)N)cc1	2	4

(listing goes on)
No.	SMILES	TAG inh	TAG inh DAPI viability
16	CCNc1nc(CN2CCOCC2)nc2sc3c(c12)CCC3	-3	1
17	CCOC(=O)Cn1c(=O)oc2cc(S(=O)(=O)NCc3cccs3)ccc21	-12	-11
18	CSc1ccccc1NC(=O)CN(C)C(=O)COc1cccc2cccnc12	2	-1
19	CCCCNC(=O)C1CCC(CNc2nc(=S)[nH]c3ccccc23)CC1 (stereo not given)	5	-11
20	Cc1nc2ccccc2n1Cc1ccc(Cl)cc1	-43	8
21	CCN(CC)C(=O)c1c(-c2ccccc2)oc2ccc(OC)cc12	3	-4
22	CCOC(=O)c1[nH]c2cc3c(cc2c1NC(=O)CN1CCc2ccccc2C1)OCO3	2	18
23	O=C(O)Cn1nc(-c2ccccc2)ccc1=O	-9	-1
24	COCCCn1c(SCC(=O)Nc2oc(C)c3c(C)n[nH]c(=O)c23)nc2sc3c(c2c1=O)CCC3	12	-1
25	Cc1ccc(/C=N/NC(=O)C[n+]2ccccc2)s1	7	3
26	CCOc1ccccc1-n1nnnc1SCC(=O)NCc1ccco1	11	12
27	CC1CN(Cc2nc3c(c(=O)n(C)c(=O)n3C)n2CCCO)CC(C)O1 (stereo not given)	-10	-13
28	NS(=O)(=O)c1ccc(NC(=O)COC(=O)CCNC(=O)NC23CC4CC(CC(C4)C2)C3)cc1	23	-10
29	Cc1cccc(C)c1NC(=O)C1(NC(=O)c2cnccn2)CCCCC1	-15	-4
30	Cc1ccn2c(C(=O)CSc3ccc(Cl)cc3Cl)c(C)nc2c1	13	-8

Later entries:
No.	SMILES	TAG inh	TAG inh DAPI viability
31	O=C(Nc1cc(Cl)cc(Cl)c1)N1CCCC1	10	-11
32	CC(C)(C)c1ccc(OCC(=O)N2CCN(c3ncccn3)CC2)cc1	1	1
33	O=C(Nc1ccc(N2CCCCC2)c(Cl)c1)c1ncn[nH]1	-2	1
34	CCN(c1ccccc1)S(=O)(=O)c1ccc(OC)c(NC(=O)C2CC2)c1	0	-1
35	CS(=O)(=O)c1ccc(SCC(=O)NC2CCS(=O)(=O)C2)c([N+](=O)[O-])c1 (stereo not given)	-2	8
36	O=C(CSc1nnc(CNC(=O)c2cccc(C(F)(F)F)c2)o1)NCc1ccco1	12	-11
37	Nc1ccn([C@@H]2O[C@H](CNCc3ccc(N4CCNCC4)cc3)[C@@H](O)[C@H]2O)c(=O)n1	-5	-7
38	COc1cc(OC)cc(C(=O)N2CCN(C(=O)c3cccc(F)c3)CC2)c1	15	-19
39	COc1ccc(NC(=O)Nc2cccc(Cl)c2Cl)c(OC)n1	8	3
40	O=C(NCC1COc2ccccc2O1)c1cc(S(=O)(=O)N2CCOCC2)ccc1F (stereo not given)	21	-5
41	CC(=O)Nc1ccc(S(=O)(=O)NCCC(=O)N2CCC(Cc3ccccc3)CC2)cc1	-10	-2
42	CCN(CC)C(=O)CSc1nc2ccccc2c(=O)n1CCC(=O)N1CCN(c2ccccc2)CC1	0	-8
43	O=C(/C=C/c1cc(Br)ccc1O)c1ccco1	-15	-6
44	COCCCNc1nc2c(c(=O)[nH]c(=O)n2C)n1CCCc1ccccc1	0	12
45	O=C(O)c1ccccc1-c1ccccc1C(=O)Nc1cccc(-c2nc3ccccc3o2)c1	3	-12

Additional structures follow.
No.	SMILES	TAG inh	TAG inh DAPI viability
46	CCc1ccc(OCCCCCn2ccnc2)cc1	-19	10
47	COc1ccc(N2C(=O)C(F)(F)C2c2cccc(F)c2)cc1 (stereo not given)	21	-15
48	O=C(COc1ccccc1O)c1cccs1	3	-18
49	COc1ccc(CCC(=O)N2CCN(c3ccc(OC)cc3)CC2)cc1	-1	10
50	COc1ccc(NC(=O)CCNC(=O)N2CC(=O)Nc3ccccc32)cc1OC	-2	6
51	O=C(c1ccccc1O)N1N=C(c2ccccc2)CC1(O)C(F)(F)F (stereo not given)	0	0
52	COc1ccccc1CNc1ncnc2cc(Cl)ccc12	-9	-6
53	Cc1ccccc1NS(=O)(=O)c1ccc(C(=O)N2CCN(c3ccccn3)CC2)cc1	-57	1
54	Cc1ccc(C(=O)O)cc1-c1ccc(C=C2C(=O)c3ccccc3C2=O)o1	10	-13
55	CN(C)CCCN(C(=O)COc1ccccc1)c1nc2ccc(F)cc2s1	6	-5
56	CNC(=O)/C(=C\c1ccc([N+](=O)[O-])cc1)NC(C)=O	7	-8
57	O=C1NC(=Nc2ccccc2)SC1(CO)CO	-1	-6
58	CC(=O)Nc1ccc(NC(=O)CSc2nnc3ccc(-c4ccccn4)nn23)cc1	-10	-3
59	Cc1cccc(NC(=O)CSc2nnnn2C)n1	0	5
60	CN(C)CCN1CCN(c2cc(-c3cccc(Cl)c3)nc3ccnn23)CC1	12	92

Following part
No.	SMILES	TAG inh	TAG inh DAPI viability
61	O=C(NN=C1CCCC1)c1ccc(Br)cc1	-2	-4
62	CC(C)CCc1noc(CN2CCC(CCN3CCCC3=O)CC2)n1	1	-1
63	COc1ccc(NC(=O)COC(=O)CN2C(=O)NC(C)(C)C2=O)cc1	-3	-6
64	O=C(CC1SC(=O)N(c2ccccc2)C1=O)Nc1ccc(Cl)cc1 (stereo not given)	-3	7
65	Cc1c(C(=O)OC(C)C(C)C[N+](C)(C)C)oc2ccccc12 (stereo not given)	0	12
66	Clc1cccc(CSc2ccc(-c3ccco3)nn2)c1	-16	6
67	Cc1ccccc1C(=O)Nc1nnc(-c2ccco2)o1	-6	50
68	CCOc1ccc(NC(=O)CN(C)C(=O)c2cc([N+](=O)[O-])ccc2N2CCCCC2)cc1OCC	33	6
69	O=C1[C@H](Cc2ccccc2)NCCCC[C@@H](c2ccc(Cl)cc2)N1Cc1ccccc1	1	16
70	CC1CCCC(NC(=O)CN2CCN(S(=O)(=O)c3cccs3)CC2)C1C (stereo not given)	-3	-2
71	CC(=O)c1c(C)[nH]c(C(=O)Nc2nc(-c3ccc(Cl)cc3)cs2)c1C	16	-12
72	O=C(C(=O)N(Cc1ccccc1)Cc1ccccc1)c1c(-c2ccccc2)[nH]c2ccccc12	-1	3
73	CCOC(=O)c1c(NC(=O)C2C3CCC(O3)C2C(=O)O)sc2c1CCC(CC)C2 (stereo not given)	-17	10
74	Cc1ccc(C2(C)NC(=O)N(CC(=O)Nc3ccccc3N3CCCC3)C2=O)cc1 (stereo not given)	-3	2
75	CCCC(=O)Nc1ccc(NC(=O)c2ccccc2)nc1	3	-2

(more compounds)
No.	SMILES	TAG inh	TAG inh DAPI viability
76	CC(=O)Nc1ccc(S(=O)(=O)NCCC(=O)NCCCc2ccccc2)cc1	-14	9
77	CC(C)=CC1C(C(=O)NCCOc2ccccc2)C1(C)C (stereo not given)	-9	5
78	Cc1ccc(S(=O)(=O)NCC2CCC(C(=O)NCCCN3CCC(C)CC3)CC2)cc1 (stereo not given)	0	2
79	Cc1cc(NC(=O)CSc2nc3ccccc3[nH]2)n(-c2ccccc2)n1	-22	11
80	Cc1ccc(CNC(=O)/C(C#N)=C/c2ccc(C)s2)cc1	5	-12
81	O=C(Nc1ccc(Oc2ccccc2)nc1)C1CCCCN1Cc1cccc(O)c1 (stereo not given)	-9	4
82	COc1ccc2c(c1)CCc1c-2nc2ccccc2c1N1CCOCC1	-7	7
83	Cc1ccccc1NC(=S)NNC(=O)c1cccc(Br)c1	-4	5
84	Cc1c(NC(=O)CN2CC(C)OC(C)C2)c(=O)n(-c2ccccc2)n1C (stereo not given)	-1	7
85	CC(=O)c1cccc(OCC(=O)N(C)CC(=O)NCc2ccco2)c1	-2	-4
86	COc1ccc(CN2CCN(C(C)C)C(CCO)C2)cc1Cn1cncn1 (stereo not given)	18	-4
87	O=C1CCC2=C(CCCC2=O)N1	0	-5
88	CON(C)c1nc(C2CCCCC2)c2cc(C)ccc2n1	-11	14
89	O=C(CCCOc1ccc(Cl)cc1Cl)Nc1cc(S(=O)(=O)N2CCOCC2)ccc1N1CCOCC1	-22	1
90	C[C@H]1CN([C@@H](C)CO)C(=O)CCCn2nncc2CO[C@H]1CN(C)S(=O)(=O)c1ccc(Cl)cc1	6	-6

18 entries from above, sorted by molar mass, smallest number first.
No.	SMILES	TAG inh	TAG inh DAPI viability
23	O=C(O)Cn1nc(-c2ccccc2)ccc1=O	-9	-1
8	N#CCOC(=O)/C=C/c1ccc2c(c1)OCO2	-16	5
88	CON(C)c1nc(C2CCCCC2)c2cc(C)ccc2n1	-11	14
13	COC(=O)/C=C1\S/C(=N/NC(=O)c2ccccc2)NC1=O	2	8
10	COc1ccc(-c2c[n+]3c(n2-c2ccccc2)SCC3)cc1	-19	-2
16	CCNc1nc(CN2CCOCC2)nc2sc3c(c12)CCC3	-3	1
21	CCN(CC)C(=O)c1c(-c2ccccc2)oc2ccc(OC)cc12	3	-4
82	COc1ccc2c(c1)CCc1c-2nc2ccccc2c1N1CCOCC1	-7	7
5	CC(=O)CCc1ccc(OCCCOc2cccc3cccnc23)cc1	-28	-1
84	Cc1c(NC(=O)CN2CC(C)OC(C)C2)c(=O)n(-c2ccccc2)n1C (stereo not given)	-1	7
64	O=C(CC1SC(=O)N(c2ccccc2)C1=O)Nc1ccc(Cl)cc1 (stereo not given)	-3	7
4	O=C(NCCCn1ccnc1)c1ccc(S(=O)(=O)N2CCOCC2)cc1	-8	6
74	Cc1ccc(C2(C)NC(=O)N(CC(=O)Nc3ccccc3N3CCCC3)C2=O)cc1 (stereo not given)	-3	2
58	CC(=O)Nc1ccc(NC(=O)CSc2nnc3ccc(-c4ccccn4)nn23)cc1	-10	-3
73	CCOC(=O)c1c(NC(=O)C2C3CCC(O3)C2C(=O)O)sc2c1CCC(CC)C2 (stereo not given)	-17	10
40	O=C(NCC1COc2ccccc2O1)c1cc(S(=O)(=O)N2CCOCC2)ccc1F (stereo not given)	21	-5
6	O=C(NCc1ccccc1)c1cccc(OCC(=O)N2CCN(C(=O)c3ccco3)CC2)c1	0	3
90	C[C@H]1CN([C@@H](C)CO)C(=O)CCCn2nncc2CO[C@H]1CN(C)S(=O)(=O)c1ccc(Cl)cc1	6	-6

Further compounds:
No.	SMILES	TAG inh	TAG inh DAPI viability
91	CCOc1ccccc1NC(=S)Nc1ccc(S(N)(=O)=O)cc1	10	-9
92	Nc1nnc(SCC(=O)Nc2nnc(-c3ccccc3)o2)s1	-6	2
93	COc1ccccc1-c1cc(-c2ccccc2)nc(SCC(=O)O)c1C#N	-8	9
94	CCOc1ccc(NC(=O)CSc2ncn[nH]2)cc1	0	-3
95	CN(C)c1ccc(-c2ccnc3c2CC(C)(C(=O)Nc2ccccc2)O3)cc1 (stereo not given)	10	1
96	CCOC(=O)CNC(=O)CSc1nc2nc(C)c(Br)cc2[nH]1	-14	0
97	O=C(NCC(=O)N1CC=C(c2ccccc2)CC1)c1ccco1	4	-3
98	C[C@@H]1CN([C@H](C)CO)C(=O)c2cc(C#C[C@@H](C)O)cnc2O[C@H]1CN(C)C(=O)c1ccc(F)cc1	6	-3
99	CC(C)(C)c1ccc(-n2nc(C(N)=O)c(O)cc2=O)cc1	13	-22
100	CC(=O)Nc1cc(-c2ccccc2)cn2c(-c3cccc(C(C)=O)c3)cnc12	2	5
101	Cc1ccccc1C(=O)NCC(=O)NC1CC1	-11	-5
102	Cc1c(C(=O)N(Cc2ccccc2)Cc2cccs2)cnn1-c1ccc(Cl)cc1	-7	15
103	O=C1CN(C(=O)CN2CCCC2)C(c2ccccc2)c2cc(Br)ccc2N1 (stereo not given)	0	19
104	COc1cc(C(C)=O)ccc1Oc1ccc(S(=O)(=O)N2CCOCC2)cn1	3	5
105	Cn1cccc1/C=N/NC(=O)CSc1nc2ccccc2n1C	-1	1

(list continues)
No.	SMILES	TAG inh	TAG inh DAPI viability
106	Cc1nnc(SCC(=O)Nc2cccc(S(=O)(=O)N3CCCC3)c2)n1C1CC1	5	-1
107	COc1ccc(NC(=O)N2CCN(c3ccc([N+](=O)[O-])cc3)CC2)cc1	-30	9
108	CSCCC(NC(=O)c1ccccc1)C(=O)N1CCN(C(=O)c2ccccc2)CC1 (stereo not given)	-1	0
109	CCN(CC)C(=O)C1CCN(S(=O)(=O)c2ccc(C3CNC(=O)C3)cc2)CC1 (stereo not given)	0	3
110	CCN(C(=O)COC(=O)c1cccnc1)c1cccc2ccccc12	8	-9
111	Cc1c(N=C2N=C(NC(=O)c3ccc(F)cc3)c3ccccc32)c(=O)n(-c2ccccc2)n1C	-3	1
112	Cc1[nH]c2ccccc2c1CN1CCN(c2ccccn2)CC1	14	13
113	CCc1nc2ccc(C(=O)Nc3cccc(OCC(=O)N(C)C)c3)cn2c1N(CCN(C)C)CC1CC1	12	-3
114	O=c1n(Cc2ccccc2Cl)c2sc3c(c2c2ncnn12)CCCC3	13	-9
115	Cc1[nH]c(C(=O)O)c(C)c1C(=O)OC(C)C	-20	9
116	CC1CCN(C(=O)COC(=O)Cn2cnc3c2c(=O)n(C)c(=O)n3C)CC1	30	-3
117	C=C(C(=O)Nc1ccccc1)c1ccc(C)cc1	-15	-2

Bioassay records from PubChem.
